RSV CPE inhibition = RSV antiviral activity via CPE protection, HEp-2 cells, primary 10 µM value included (AID 2391). CPE inhibition, % at 10 µM, or IC50 in µM where a hit was titrated. hit rate 0.13% among 310,000. HEp-2 cells, RSV-induced CPE inhibition; higher % means a stronger effect; in the data active = a potency from the dose series; inconclusive = CPE inhibition mostly from about 23% at the one dose, without a potency; inactive = the rest, 99 in 100 with CPE inhibition below about 21%; also: strong numbers were not always called active
XIAP antagonists = XIAP antagonists, biochemical, IAP family, fluorescence polarization (AID 1018). E3 ubiquitin-protein ligase XIAP (Homo sapiens). XIAP BIR domain, fluorescence polarization peptide displacement; higher % means a stronger effect. displacement, % at 20 µM; hits with a dose series show IC50 in µM. hit rate 0.007% among 200,000; in the data active = displacement above about 50%; also: a part of the inactive calls stands beside numbers as strong as those of hits
PhoP inhibition = inhibitors of PhoP regulon expression, primary screen, Salmonella Typhimurium, GFP reporter (AID 1863); S. Typhimurium PhoP-regulated promoter GFP reporter, 4 h; higher % means a stronger effect; one-dose inhibition, % at 50 µM; IC50 in µM for titrated hits; hit rate 0.16% among 300,000;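 active = inhibition over 29.93%, a cutoff 3 SD above the screen mean, later confirmed by dose response; inconclusive = inhibition over 29.93% but no dose response follow-up; inactive = inhibition at most 29.93% or unconfirmed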;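 also: 0% = low Mg2+ inducing control and 100% = high Mg2+ repressing control; strong numbers were not always called active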
Myeloid diff 2 = induction of myeloid progenitor differentiation, primary screen, cell-based, flow cytometry, MLPCN library; ER-HoxA9 myeloid progenitors, lysozyme-GFP differentiation; calls only at 10 µM; hit rate 1% among 360,000; AID 624256, 2012;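 active = normalized GFP-positive differentiation at or above the plate's own cutoff, the solvent-only control mean plus 3 SD; inconclusive = no clear call, values can overlap the other calls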;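 also: cells exposed to compound for four days before flow analysis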
SIAH1 antagonists = Siah-1 peptide-binding antagonists, primary screen, biochemical, fluorescence polarization, rhodamine-plectin, uHTS (AID 1817) | E3 ubiquitin-protein ligase SIAH1 (Homo sapiens) | hit rate 0.02% among 290,000 | displacement, % at 20 µM; hits with a dose series show IC50 in µM | Siah-1 / rhodamine-plectin peptide fluorescence polarization; higher % means a stronger effect;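 active = displacement of at least 50% at 20 µM, with a fluorescence ratio check between 0.3 and a set limit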;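 also: plate controls were Siah plus tracer with DMSO for no effect and tracer alone without Siah for full effect; strong numbers were not always called active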
WT yeast gro inh = growth inhibition of WT strain, primary screen, mitochondrial fusion inhibitor project, WT and mutant strains, chemical genetic. mitochondrial fusion phenotypic screen. inhibition, % at 10 µM. AID 1362, 2008. hit rate 2.1% among 190,000; in the data active = inhibition above about 58%; tested in S. cerevisiae
human PMI inhibition = inhibitors of human PMI, primary screen, biochemical, fluorescence intensity, coupled assay (AID 1209); Mannose-6-phosphate isomerase (Homo sapiens); inhibition, % at 20 µM, or IC50 in µM where a hit was titrated; purified PMI enzyme, coupled fluorescence intensity; higher % means a stronger effect; hit rate 0.42% among 190,000;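 also: plate controls were DMSO vehicle for no effect and wells lacking substrate for full effect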
human PMI inhibitors = human PMI inhibitors, high substrate, primary screen, biochemical, fluorescence intensity, high mannose 6-phosphate (AID 1220); recombinant PMI enzyme, coupled fluorescence intensity; higher % means a stronger effect; Mannose-6-phosphate isomerase (Homo sapiens); inhibition, % at 20 µM; hits with a dose series show IC50 in µM; hit rate 0.66% among 190,000
TNAP activators = human TNAP enzyme activators, primary screen, biochemical, luminescent, no phosphate acceptor, uHTS (AID 1001) | Alkaline phosphatase, tissue-nonspecific isozyme (Homo sapiens) | purified TNAP, luminescent activation assay, no phosphate acceptor; higher activation fold means a stronger effect | one-dose activation fold at 20 µM; EC50 in µM for titrated hits | hit rate 0.03% among 200,000; in the data active = activation fold from about 3, or a potency from the dose series; inactive = the rest, 99 in 100 with activation fold below about 1.6; also: many of its hits are not listed in these tables
WT yeast gro inh mutant strain = second read-out of WT yeast gro inh, no call of its own (marks repeat the call); inhibition, %; mitochondrial fusion phenotypic screen, mutant strain inhibition
Myeloid diff 2 GFP+ MAC1+ % = further read-out of Myeloid diff 2, marked with its call; GFP+ MAC1+ double positive, %; measured here: differentiation confirmed by MAC1 staining
Numbers without * were called inactive; i = inactive; u = inconclusive; x = no result given. Rule as the data show it, unless noted: active = inhibition above about 50%; inactive = the rest.

SMILES	RSV CPE inhibition	XIAP antagonists	PhoP inhibition	Myeloid diff 2	Myeloid diff 2 GFP+ MAC1+ %	SIAH1 antagonists	WT yeast gro inh	WT yeast gro inh mutant strain	human PMI inhibition	human PMI inhibitors	TNAP activators
Cc1cccc(C)c1NC(=O)CCCSc1nnc(-c2ccc(F)cc2)n1-c1ccccc1	5.7%	-4.9%	26%	i	1.2	-3%	20	-4	-6%	-3%	1.3
CCOc1ccc(CN2CCN(Cc3c[nH]c4ccccc34)CC2)cc1	2.1%	x	-54%	u	x	6%	x	x	x	x	x
Cc1ccc(Cl)cc1N1CCN(Cc2nnnn2C2CCCCC2)CC1	14%	-6.3%	-1%	i	0.7	-1%	74*	36*	13%	4%	1
O=Cc1ccc(OCc2cn3ccccc3n2)cc1	1.8%	-4.0%	2%	i	0.7	3%	-12	-9	-7%	-10%	1.2
CCCc1nnc(NC(=O)c2c(O)c3cccc4c3n(c2=O)CC4)s1	6.2%	-2.3%	x	x	x	-5%	x	x	3%	-8%	1
Cc1cc(C)nc(NS(=O)(=O)c2cccs2)c1	1.6%	2.8%	10%	i	0.4	-2%	0	-13	5%	14%	1
Cc1nc2c3ccccc3nc(SCC(=O)c3ccc(Cl)cc3)n2n1	3.6%	-7.2%	-2%	i	0.6	-4%	13	8	8%	6%	1.1
COc1ccc(-n2cc(-c3ccccc3)[nH]c2=S)cc1	0.3%	-7.6%	1%	i	0.4	2%	-6	5	9%	4%	1.2
O=C(Nc1ccc(C(=O)N2CCN(c3ccccc3F)CC2)cc1)C1=CSCCO1	2.8%	x	-15%	i	0.7	6%	x	x	x	x	x
COc1ccc(C(=O)COC(=O)c2ccc(OC)c(OC)c2)cc1OC	1.4%	-3.6%	2%	i	0.6	3%	14	14	0%	3%	1.1
CC1c2nc3ccccc3n2C(CC(=O)NCc2ccccn2)C(=O)N1Cc1ccccc1 (stereo unspecified)	-0.7%	-4.8%	-3%	i	6.8	-1%	-1	2	5%	-4%	1.1
CCCCCn1c(CN2CCN(c3cc(Cl)ccc3C)CC2)nc2c1c(=O)[nH]c(=O)n2C	-2.5%	-2.9%	3%	i	2.9	-3%	65*	36*	20%	14%	1.1
CCc1cc2c(C)ccc(C)c2nc1SCC(=O)Nc1c(C)[nH]c(=O)[nH]c1=O	1.0%	4.1%	-9%	i	0.6	-1%	-14	-22	17%	12%	1.6
COc1ccccc1-c1c(C)[nH]n2c(=O)c(Cc3ccccc3)c(C)nc12	-1.1%	-3.7%	-3%	i	0.2	-1%	5	2	5%	7%	1.1
O=C(Nc1ccc(C(=O)O)cc1)Nc1ccc(F)cc1F	0.9%	-5.6%	-7%	i	0.2	5%	-11	13	-5%	-13%	1.1
O=c1ccnc(SCc2ccccc2Cl)[nH]1	2.4%	-3.7%	-20%	i	0.9	-2%	-8	-8	6%	5%	1
COC(=O)C(NC(C)=O)(Nc1nc2c(s1)CCCC2)C(F)(F)F (stereo unspecified)	0.9%	-3.8%	3%	i	0.7	2%	-1	0	38%	11%	1.1
COc1cc(CN2CCCC(CO)(Cc3ccccc3)C2)ccc1O (stereo unspecified)	1.0%	x	-6%	i	0.7	5%	x	x	x	x	x
N=C(CC1CC(=O)NC(=O)C1)C1=C(O)CCCC1=O	0.2%	-7.0%	-9%	i	1.5	0%	7	16	17%	15%	1.1
COC(=O)c1ccccc1NC(=O)N1CCN(C(=O)c2ccco2)CC1	0.2%	3.2%	10%	i	1.4	0%	11	-1	9%	13%	1.1
Cc1ccc(-n2c(=O)[nH]cc(C(=O)N3CCc4ccccc43)c2=O)cc1	1.6%	-2.7%	-1%	i	0.4	5%	-1	7	-3%	-5%	1.1
O=C1Cc2ccccc2C(c2ccc(Cl)cc2Cl)N1 (stereo unspecified)	1.1%	x	-4%	i	0.4	16%	x	x	x	x	x
COc1cc2cc(C(c3nnnn3C3CCCC3)N3CCCCC3)c(=O)[nH]c2cc1OC (stereo unspecified)	0.1%	-4.4%	-11%	i	6.8	-2%	-13	6	5%	0%	1.1
Cc1ccc(OCC(=O)Nc2ccccc2-c2ccccc2NC(=O)COc2ccc(C)cc2)cc1	0.3%	-12%	-19%	i	1.3	-1%	8	4	12%	4%	1.1
CCOC(=O)CNC(=O)CSc1ncnc2c1cnn2-c1ccc(C)cc1	0.3%	0.3%	-5%	i	0.1	-2%	9	-9	0%	5%	1.1
CC(C)Oc1cccc(-c2cc(C(=O)NC(=S)N(C)c3ccccc3C(=O)O)c3ccccc3n2)c1	1.2%	-1.6%	-15%	i	0.3	-3%	-6	0	14%	2%	1.1
Cc1ccc2cccc(S(=O)(=O)N3CCN(c4cccc(Cl)c4)CC3)c2n1	23%	1.1%	-8%	i	4.7	2%	42	4	18%	16%	1
O=C(c1cc(-c2ccc(F)cc2)on1)N1CCOCC1	1.1%	x	1%	i	0.4	-1%	x	x	x	x	x
O=C(Nc1ccccc1)OCc1cnc(Cl)s1	4.3%	-5.6%	3%	i	0.1	0%	-5	-2	0%	5%	1.1
CCOC(=O)C1(Cc2ccc(Cl)cc2)CCN(Cc2nccn2CC)CC1	-0.1%	-3.4%	1%	i	0.8	15%	28	12	9%	5%	1.1
CN(C(=O)CSc1nnnn1-c1ccccc1)C1CCCCC1	0.2%	-3.7%	-2%	i	0.5	-2%	1	14	3%	-1%	1.1
CCOC(=O)c1c(NC(=O)c2ccc(N3C(=O)[C@@H]4[C@H](C3=O)[C@H]3C=C[C@@H]4C3)cc2)sc2c1CC(C)CC2 (stereo partly specified)	10%	-4.4%	3%	i	0.4	5%	10	-10	24%	8%	1.2
CCOc1cc(C#N)c(NC(=O)c2cccnc2Cl)cc1OCC	0.6%	-3.9%	-6%	i	0.7	-1%	-16	-7	0%	-5%	1.1
CC(CNC(=O)C1CCCCC1C(=O)O)c1ccccc1 (stereo unspecified)	-0.1%	-19%	-10%	i	0.9	-1%	1	9	11%	9%	1.1
CCn1c(C(C)NC(=O)Cc2ccccc2)nc2ccccc21 (stereo unspecified)	0.3%	-3.3%	9%	i	1.9	5%	4	-5	7%	0%	1.1
CCOc1nc(Nc2ccc([N+](=O)[O-])cc2)nc(NC(C)(C)C)n1	5.0%	-1.7%	-15%	i	0.1	-6%	4	6	20%	7%	1.1
Cc1nn2c(=O)cc(CSCC(=O)Nc3ccccc3Cl)nc2s1	1.2%	x	-17%	i	1.0	2%	x	x	x	x	x
COc1cccc(CN2CCNC(=O)C2CC(=O)N2CCOc3ccccc3C2)c1OC (stereo unspecified)	-0.6%	-6.6%	1%	i	0.2	-3%	-3	-1	0%	32%	0.9
CCOc1ccccc1NC1=NC2CS(=O)(=O)CC2S1 (stereo unspecified)	2.0%	x	-2%	i	0.2	-2%	x	x	x	x	x
Cc1cc(-c2ccccc2)nc2oc3c(c12)NC(=O)CN(c1ccccc1)C3=O	2.4%	x	1%	i	0.3	-4%	x	x	x	x	x
CC(C)Cn1c2c(c(O)c(C(=O)Nc3nc4ccccc4s3)c1=O)CCCC2	6.3%	x	0%	i	0.3	3%	x	x	x	x	x
O=C(CSCc1ccccc1)Nc1cccc(C(=O)Nc2ccc(C(=O)O)cc2)c1	1.2%	-2.7%	-8%	i	0.6	0%	42	4	-2%	-8%	1.1
Cc1cc(NC(=O)CSc2cn(CCNC(=O)c3ccc(Cl)cc3)c3ccccc23)no1	7.0%	-3.7%	8%	i	2.0	-9%	9	4	9%	7%	1.2
COCCNC(=S)NNC(=O)c1ccco1	0.8%	-0.9%	2%	i	2.2	1%	5	8	-6%	-4%	1.3
CC(C(=O)N1CCc2ccccc21)N1CCc2ccccc2C1 (stereo unspecified)	3.8%	-4.0%	-1%	i	1.2	0%	-18	-3	9%	10%	1
Cc1ccc(S(=O)(=O)N2CCOC23CCN(C(=O)c2ccc(Cl)cc2Cl)CC3)cc1	14%	x	4%	i	2.4	-1%	x	x	x	x	x
COc1cnc(SC(C)C)[nH]c1=O	0.5%	-2.9%	-3%	i	0.4	-2%	1	6	-5%	-12%	1.1
COc1ccc(C2CC(C(F)(F)F)n3nc(C(=O)NCc4cn(C)nc4C)c(Cl)c3N2)cc1 (stereo unspecified)	2.2%	-1.9%	10%	i	3.8	5%	22	26	9%	7%	1.1

Part of the list above with just Myeloid diff 2.
molecule	Myeloid diff 2
Cc1nn2c(=O)cc(CSCC(=O)Nc3ccccc3Cl)nc2s1	i
O=C(CSCc1ccccc1)Nc1cccc(C(=O)Nc2ccc(C(=O)O)cc2)c1	i
CCOc1ccccc1NC1=NC2CS(=O)(=O)CC2S1 (stereo unspecified)	i

Some values from above.
SIAH1 antagonists with Cc1ccc(S(=O)(=O)N2CCOC23CCN(C(=O)c2ccc(Cl)cc2Cl)CC3)cc1 stands at -1%
XIAP antagonists with COc1ccc(C2CC(C(F)(F)F)n3nc(C(=O)NCc4cn(C)nc4C)c(Cl)c3N2)cc1 (stereo unspecified) stands at -1.9%

Following part.
SMILES	RSV CPE inhibition	XIAP antagonists	PhoP inhibition	Myeloid diff 2	Myeloid diff 2 GFP+ MAC1+ %	SIAH1 antagonists	WT yeast gro inh	WT yeast gro inh mutant strain	human PMI inhibition	human PMI inhibitors	TNAP activators
CCc1cc2ccc(OC)cc2nc1SCC(=O)N1CCN(C(=O)c2ccco2)CC1	5.4%	x	-3%	i	0.7	1%	x	x	x	x	x
Cc1cc2nc(N)sc2cc1[N+](=O)[O-]	9.9%	-5.6%	-4%	i	0.6	2%	-3	-3	1%	0%	1.1
COc1ccc(C(=O)N/C(=C\c2cn(C)c3ccccc23)C(=O)N2CCN(C)CC2)cc1OC	1.3%	x	-8%	i	1.9	10%	x	x	x	x	x
O=C(NCCc1csc(-c2cccnc2)n1)c1ccco1	4.2%	-0.5%	-8%	i	0.9	2%	-2	-3	11%	9%	1.1
CC(=O)Nc1cc(C)nn1-c1nc2ccccc2s1	-0.4%	-6.2%	7%	i	0.5	17%	10	-10	-6%	9%	1.1
COc1cc(/C=C/C(=O)OC(C)C(=O)Nc2c(C)n(C)n(-c3ccccc3)c2=O)ccc1OCC#N (stereo unspecified)	1.9%	-6.6%	-6%	i	0.2	-5%	-16	10	-2%	0%	1
Cc1ccnc(NS(=O)(=O)c2ccc(NC(=O)Cc3c(F)cccc3Cl)cc2)n1	1.1%	x	-2%	i	1.0	6%	x	x	x	x	x
O=C(CN1CCN(c2ncc(C(F)(F)F)cc2Cl)CC1)NC(=O)NCc1ccccc1	2.0%	-2.7%	11%	i	1.2	2%	5	-16	-11%	-4%	1.1
